CAL PDZ FP: human CAL PDZ-peptide interaction inhibition | purified CAL PDZ, TMR-peptide fluorescence polarization, 1 h | inhibition, % at 20 µM | Q9HD26 | hit rate 0.02% among 330,000;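 active means highest replicate inhibition of at least 40%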;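 further: plate controls were DMSO neutral control wells for no effect and unlabeled competitor peptide control wells for full effect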
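Control set: unlabelled peptide and DMSO controls / Material: purified CerCALP PDZ construct / Timing: 1 h incubation at room temperature before polarization reading / Doses: 20 µM, one dose / Detection: fluorescence polarization (mP)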
phage Ecoli inh: E. coli growth loss with phage present; inhibition, % at 11.9 µM; growth absorbance; hit rate 0.26% among 360,000; AID 651602; in the data active means inhibition above about 11%
PvdQ inh: blocks Pseudomonas aeruginosa PvdQ acylase activity; purified PvdQ acylase, fluorescence plate reader; inhibition, % at 10 µM; hit rate 0.063% among 340,000; AID 488965; in the data active means inhibition above about 30%, passing the limit was not always enough;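 further: 0% = vehicle neutral wells and 100% = reference inhibitor wells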
PfHsp90 yeast 2: reduces growth (ATP signal) of yeast expressing P. falciparum Hsp90; S. cerevisiae expressing PfHsp90, BacTiter-Glo ATP, 48 h; yeast lacking PDR1 and PDR3 efflux regulators; hit rate 0.32% among 310,000; AID 504621; inhibition, % at 9.4 µM;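 active means every replicate shows inhibition above about 80%, whatever the replicate mean, limit read from the data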;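 further: 0% = DMSO neutral controls and 100% = 20 µM radicicol positive controls; yeast relying on Plasmodium falciparum Hsp90 in place of its own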
DAGLB inh: blocks human DAGLB lipase activity. hit rate 0.059% among 340,000. HEK293T DAGLB membrane lysate, EnzChek fluorogenic substrate. Q8NCG7. inhibition, % at 5.17 µM; in the data active means inhibition above about 34%;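 further: 0% = enzyme with vehicle and 100% = wells lacking enzyme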
Target sequence (Q8NCG7 whole entry, looked up): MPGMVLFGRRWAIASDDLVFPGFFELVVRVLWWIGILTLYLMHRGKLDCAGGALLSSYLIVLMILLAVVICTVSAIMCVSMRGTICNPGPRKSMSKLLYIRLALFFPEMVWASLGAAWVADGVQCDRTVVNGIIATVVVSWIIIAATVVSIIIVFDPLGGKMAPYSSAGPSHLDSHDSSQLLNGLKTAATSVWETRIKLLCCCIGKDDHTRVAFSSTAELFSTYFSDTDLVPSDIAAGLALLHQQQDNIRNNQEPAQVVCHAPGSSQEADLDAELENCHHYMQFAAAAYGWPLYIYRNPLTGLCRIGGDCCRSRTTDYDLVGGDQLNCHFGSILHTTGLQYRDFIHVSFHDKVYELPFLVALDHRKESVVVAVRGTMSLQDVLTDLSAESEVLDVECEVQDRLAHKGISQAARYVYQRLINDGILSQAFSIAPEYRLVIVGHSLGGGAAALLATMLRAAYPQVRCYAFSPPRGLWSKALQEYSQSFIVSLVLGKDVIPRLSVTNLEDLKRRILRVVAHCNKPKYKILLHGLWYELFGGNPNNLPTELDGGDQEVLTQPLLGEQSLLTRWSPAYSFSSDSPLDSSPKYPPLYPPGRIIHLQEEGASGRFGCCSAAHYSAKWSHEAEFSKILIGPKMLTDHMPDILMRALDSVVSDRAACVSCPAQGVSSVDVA
Tat transport: E. coli Tat transport inhibition. hit rate 0.036% among 340,000. AID 488895. inhibition, % at 10 µM. E. coli MC4100 TorA-mCherry Tat export, fluorescence;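 active means mean replicate inhibition at least 50% and at least half of replicates individually reaching 50%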;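 further: exported cargo escapes ClpAP degradation while cytoplasmic cargo is degraded and loses fluorescence; 0% = median of neutral control wells and 100% = median of NaSCN control wells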
Wnt bcat act: activates Wnt/beta-catenin signaling in a reporter cell assay | activator, plate reader | activation, % at 9.35 µM | hit rate 1.2% among 300,000; in the data active means activation above about 30%, passing the limit was not always enough;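 further: 0% = neutral control wells and 100% = positive control wells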
Ecoli viability: reduces bacterial viability in AddAB counter-screen. E. coli V3065 growth, OD600 absorbance, 18 h. inhibition, % at 11.9 µM. hit rate 0.27% among 330,000. AID 449728;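 active means inhibition above the campaign's mean inhibition across all tested compounds plus 3 SD, cut at about 9.9% in these data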;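 further: uninfected addAB+ strain grown without phage in ampicillin broth; 0% = DMSO wells and 100% = ciprofloxacin 0.95 µg/ml wells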
AddAB inh: less growth of phage-infected E. coli with AddAB | E. coli expressing H. pylori AddAB, absorbance growth | inhibition, % at 11.9 µM | hit rate 0.29% among 330,000 | AID 435030; in the data active means inhibition above about 12%;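 further: 0% = vehicle wells of infected cells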
Rtt109 Vps75: inhibitors of Candida albicans Rtt109/Vps75 histone acetyltransferase | Q5AAJ8 | inhibition, % at 34.9 µM | purified Rtt109/Vps75, ThioGlo CoA-SH fluorescence, 4 h | hit rate 0.16% among 330,000;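 active means inhibition of at least 50% in every replicate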
Target sequence (Q5AAJ8 whole entry, looked up): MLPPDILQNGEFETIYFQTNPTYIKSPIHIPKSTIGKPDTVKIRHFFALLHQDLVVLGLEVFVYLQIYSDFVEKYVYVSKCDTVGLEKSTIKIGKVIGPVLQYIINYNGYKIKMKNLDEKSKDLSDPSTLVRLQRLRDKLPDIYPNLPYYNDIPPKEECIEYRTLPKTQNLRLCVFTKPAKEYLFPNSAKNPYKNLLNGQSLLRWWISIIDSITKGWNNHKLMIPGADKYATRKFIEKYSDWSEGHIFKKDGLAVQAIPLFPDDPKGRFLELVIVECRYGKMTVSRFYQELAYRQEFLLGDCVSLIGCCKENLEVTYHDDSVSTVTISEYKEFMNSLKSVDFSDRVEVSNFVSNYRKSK
The depositor's hits bear a star; x = no result given.

mol | CAL PDZ FP | phage Ecoli inh | PvdQ inh | PfHsp90 yeast 2 | DAGLB inh | Tat transport | Wnt bcat act | Ecoli viability | AddAB inh | Rtt109 Vps75
O=C(NCC(=O)N(Cc1ccco1)C(C(=O)NC1CCCCC1)c1ccncc1)c1cccs1 (stereo unspecified) | -1.1 | -1.4 | -14 | -5 | 3 | -4 | 1 | -4.6 | 0.6 | -3
CC(O)CC(C)O (stereo unspecified) | -0.3 | 1.1 | -6 | -8 | -1 | 6 | 3 | 0.2 | 3.0 | -3
Cc1c(OCC(=O)NCC(O)c2ccccc2)ccc2c3c(c(=O)oc12)CCC3 (stereo unspecified) | -1.0 | 2.4 | 3 | -24 | 4 | 4 | -2 | -3.6 | 2.4 | 8
CC(C)C(NS(=O)(=O)c1ccccc1)C(=O)N1CCN(C(=O)c2ccco2)CC1 (stereo unspecified) | -1.9 | 0.6 | -3 | -37 | 1 | -10 | -1 | 0.1 | -0.7 | -4
Cc1ccc(S(=O)(=O)N2CCC(C(=O)NCC3CCCCC3)CC2)cc1 | 1.2 | -0.6 | -1 | -82 | -3 | 2 | -1 | 0.3 | 1.7 | 4
CC1CCCCN1S(=O)(=O)c1csc(C(N)=O)c1 (stereo unspecified) | -1.0 | 0.3 | 1 | 4 | -1 | 0 | -2 | -0.4 | 2.1 | 5
COc1ccc(Cl)cc1NC(=O)c1noc(C)c1[N+](=O)[O-] | -1.6 | x | -15 | -9 | 2 | -6 | x | -0.6 | 0.3 | -26
CNc1sc(C(=O)c2cccs2)c(N)c1-c1nc2ccccc2s1 | 1.5 | 1.1 | -6 | -35 | 21 | 0 | x | -2.0 | -2.1 | 4
Cc1ccc(S(=O)(=O)Nc2ccc(O)c3ccccc23)c(C)c1 | 0.4 | -0.8 | -7 | 18 | 2 | -4 | 4 | x | x | 5
C[C@H](CO)N1C[C@H](C)[C@@H](CN(C)C(=O)Nc2ccc3c(c2)OCO3)Oc2c(NC(=O)c3ccncc3)cccc2C1=O | 0.7 | 3.5 | 1 | 0 | -7 | -5 | 0 | 2.2 | 5.2 | 1
CCCCNC(=O)c1onc(CSc2cccc3ccccc23)c1C(=O)O | -3.8 | 0.8 | -7 | x | 15 | -6 | 1 | -0.3 | 3.4 | 4
O=C(CCn1c(=O)sc2ccccc21)NCc1cccs1 | -0.8 | -0.9 | -18 | -6 | -1 | 0 | x | 0.6 | 2.0 | -5
Cc1cc(C(=O)Nc2cnc3ccccc3c2)ccc1[N+](=O)[O-] | -1.4 | 2.8 | -9 | -2 | 0 | -4 | 22 | -0.7 | -1.8 | -2
CCOC(=O)CC(NS(=O)(=O)c1ccc(OC)c(OC)c1)c1cccc([N+](=O)[O-])c1 (stereo unspecified) | -0.2 | 2.4 | -7 | -23 | 3 | 5 | 1 | -2.0 | 2.0 | -21
CCN1CCCc2cc(CN(CCN3CCOCC3)C(=S)Nc3ccc(OC)c(OC)c3)ccc21 | -2.2 | -0.3 | -8 | -5 | -2 | 11 | 1 | 2.1 | -0.6 | 0

3 records picked at random from the list so far:
mol | CAL PDZ FP | phage Ecoli inh | PvdQ inh | PfHsp90 yeast 2 | DAGLB inh | Tat transport | Wnt bcat act | Ecoli viability | AddAB inh | Rtt109 Vps75
CCOC(=O)CC(NS(=O)(=O)c1ccc(OC)c(OC)c1)c1cccc([N+](=O)[O-])c1 (stereo unspecified) | -0.2 | 2.4 | -7 | -23 | 3 | 5 | 1 | -2.0 | 2.0 | -21
Cc1c(OCC(=O)NCC(O)c2ccccc2)ccc2c3c(c(=O)oc12)CCC3 (stereo unspecified) | -1.0 | 2.4 | 3 | -24 | 4 | 4 | -2 | -3.6 | 2.4 | 8
CCCCNC(=O)c1onc(CSc2cccc3ccccc23)c1C(=O)O | -3.8 | 0.8 | -7 | x | 15 | -6 | 1 | -0.3 | 3.4 | 4

Additional records follow.
mol | CAL PDZ FP | phage Ecoli inh | PvdQ inh | PfHsp90 yeast 2 | DAGLB inh | Tat transport | Wnt bcat act | Ecoli viability | AddAB inh | Rtt109 Vps75
CN(C(=O)c1nn(C)c2c1CSc1ccccc1-2)c1ccc(F)cc1 | -3.1 | -0.2 | 3 | -1 | -3 | 3 | 2 | 1.8 | 1.5 | -5
CCc1ccc(NC(=O)NCc2ccccn2)cc1 | -2.8 | 1.8 | 0 | 12 | -1 | -15 | 2 | 2.4 | 2.5 | 1
Cc1ccc(C(=O)Nc2nc(C)c(C)s2)o1 | x | 1.7 | 5 | 16 | 0 | 3 | x | 2.9 | 0.1 | -2
O=C(NN1C(=O)C2C3c4ccccc4C(c4ccccc43)C2C1=O)c1ccccc1 (stereo unspecified) | -0.4 | 0.3 | -3 | -34 | -1 | 3 | -2 | -1.7 | 1.0 | 5
CCOC(=O)C1CCN(C/C=C/c2ccccc2OC)CC1 | -0.3 | 0.9 | -14 | x | -2 | 1 | x | 1.9 | -3.0 | -3
CCCN(CCC)Cc1c(C(=O)N/N=C/CCc2ccccc2)nnn1-c1nonc1N | -1.8 | 3.8 | -12 | 9 | -2 | 4 | -2 | 0.7 | 2.5 | -2
FC(F)(F)c1nnc2ccc(-n3ccnc3)nn12 | 0.5 | 3.4 | 3 | -16 | 0 | 0 | -1 | -2.0 | -0.7 | -3
CCOc1ccc(NC(=S)NNC(=O)c2ccc(Br)cc2)cc1 | -0.7 | 0.9 | 9 | 4 | -4 | -6 | 0 | -3.3 | -2.5 | 8
COc1ccc(CCNC(=O)CCOc2ccc(C(C)(C)C)cc2)cc1OC | 0.1 | 0.2 | -10 | -17 | 1 | 8 | 5 | -0.6 | -0.7 | -1
CCCCS(=O)(=O)CC(COc1ccccc1)OC(=O)c1ccccc1 (stereo unspecified) | -1.1 | 2.2 | -2 | -3 | -11 | 5 | x | -2.6 | 1.1 | 0
COCCCn1c(C(=O)NCCN2CCOCC2)cc2c(=O)n3cccc(C)c3nc21 | -4.2 | 1.3 | -7 | 0 | 0 | -2 | 2 | -0.3 | 0.6 | -109
CCOc1ccc(-n2c(=O)c3sccc3n(CC(=O)NCCc3ccc(OC)c(OC)c3)c2=O)cc1 | 0.4 | 4.1 | -13 | -11 | 1 | 3 | 2 | -0.2 | -0.8 | -1
C=CCNC(=O)CN(Cc1ccccc1)S(=O)(=O)c1ccc(C)cc1 | -0.7 | 1.6 | 10 | -1 | -4 | -5 | -1 | -0.5 | 0.3 | 11
COc1cc(CNC(C)(C)CO)ccc1OCC(=O)Nc1ccc(Br)cc1 | -2.3 | 0.1 | -10 | x | 1 | 1 | -10 | -2.1 | 0.5 | x
O=C(c1ccc(NC2=NC3CS(=O)(=O)CC3S2)cc1)N1CCN(C(=O)c2ccco2)CC1 (stereo unspecified) | -0.5 | -0.1 | 1 | 6 | 0 | -8 | -1 | -0.3 | -2.9 | -3
CCN(CC)C(=O)C1CC(=O)OC1(C)C (stereo unspecified) | -0.9 | 3.6 | -8 | 21 | 2 | 0 | -3 | -1.4 | 0.3 | x
Cc1cc(NC(=O)CSc2nc(C(C)C)nc3sc(C)c(C)c23)no1 | -1.0 | 0.9 | -4 | -5 | -18 | -2 | -6 | 1.7 | -0.2 | -3
COc1cccc(-c2noc(C3CCCN(C(=O)c4ccccc4OC)C3)n2)c1 (stereo unspecified) | -1.7 | 2.1 | -9 | 5 | -2 | 4 | 5 | x | x | -5
COc1ccc(Nc2ncnc3sc(-c4ccccc4)cc23)cc1 | -1.7 | 4.1 | -15 | -17 | -3 | 14 | x | 3.5 | 1.8 | -4
Cc1cccc(NC(=O)CCCN=C2NS(=O)(=O)c3ccccc32)c1C | -0.3 | 2.0 | 2 | 9 | -1 | 1 | 1 | -0.7 | -0.2 | 4
COCCNC(=O)CN(c1ccc(F)cc1)S(=O)(=O)c1ccc2c(c1)OCCO2 | -2.7 | 2.6 | 4 | 9 | -2 | -3 | -7 | -3.0 | 3.8 | -5
Cc1ccc(N2C(=O)CC(N3CCN(C4CCc5ccccc5C4)CC3)C2=O)cc1 (stereo unspecified) | -0.7 | 3.1 | -25 | 4 | 0 | 0 | x | -3.0 | -2.1 | -1
CCOC(=O)CSc1ccc(S(=O)(=O)N2CCCC2)cc1[N+](=O)[O-] | -0.7 | 2.0 | -6 | 3 | 3 | -3 | -2 | 0.0 | -1.4 | -2
Cc1c(N2C(=O)c3ccc(Br)cc3C2=O)c(=O)n(-c2ccccc2)n1C | -0.7 | 1.4 | -16 | 8 | -1 | 10 | -4 | -1.4 | -0.2 | -13
Cc1cc(C)nc(-n2nc(C)cc2NC(=O)c2ccc(F)cc2F)n1 | -0.1 | -0.9 | -12 | 15 | 0 | -2 | 3 | -2.0 | 1.1 | x
COC(=O)C1(S(=O)(=O)c2cc(Br)cc3c2N(C(C)=O)CC3)CC1 | -1.2 | x | -1 | 38 | 1 | -4 | -2 | -0.5 | 1.3 | 17
CC1(C)CC(=O)C(C2=NC3(CCCCC3)Cc3ccccc32)=C(O)C1 | -22 | 2.3 | 2 | -41 | -1 | 0 | -1 | 1.9 | 2.5 | 0
O=C(CN1C(=O)C2CCCCC2C1=O)NC1CCCc2ccccc21 (stereo unspecified) | -1.9 | 0.7 | -7 | x | 0 | -4 | -1 | x | x | -1
CCOC(=O)C1CCN(C(=O)COC(=O)c2c(C)c(CC)nc3ccccc23)CC1 | 0.5 | -0.5 | -5 | 2 | -2 | -1 | 0 | 0.2 | 0.3 | -6
O=C(NCCCn1ccnc1)C(Cc1ccccc1)N1C(=O)c2ccccc2C1=O (stereo unspecified) | -0.1 | 2.8 | 0 | 3 | 2 | 0 | -3 | -0.2 | 2.3 | 3
CCOc1cc(N2CCOCC2)c(OCC)cc1NC(=O)CN1CCC(Cc2ccccc2)CC1 | -1.2 | 2.9 | 10 | 7 | -3 | 12 | -1 | 0.4 | 3.1 | 28
Cc1ccc(C(=O)NCC(=O)Nc2ccncc2)cc1C | -1.8 | -0.4 | 1 | 14 | -1 | 3 | -1 | -1.9 | 3.2 | -3
O=C(C1CCC(=O)N(C2CC2)C1)N1CCC(Oc2ccccc2F)CC1 (stereo unspecified) | -1.6 | 0.4 | -5 | 6 | 4 | 3 | 2 | -1.2 | 2.3 | 0
O=C(O)Cc1c[nH]c2ccc(O)cc12 | -0.3 | 7.1 | -3 | 13 | 3 | -1 | -5 | -2.5 | -1.4 | -2

Exported field by field: entries from further up
CCOc1cc(N2CCOCC2)c(OCC)cc1NC(=O)CN1CCC(Cc2ccccc2)CC1
  CAL PDZ FP: -1.2
  phage Ecoli inh: 2.9
  PvdQ inh: 10
  PfHsp90 yeast 2: 7
  DAGLB inh: -3
  Tat transport: 12
  Wnt bcat act: -1
  Ecoli viability: 0.4
  AddAB inh: 3.1
  Rtt109 Vps75: 28
Cc1ccc(C(=O)NCC(=O)Nc2ccncc2)cc1C
  CAL PDZ FP: -1.8
  phage Ecoli inh: -0.4
  PvdQ inh: 1
  PfHsp90 yeast 2: 14
  DAGLB inh: -1
  Tat transport: 3
  Wnt bcat act: -1
  Ecoli viability: -1.9
  AddAB inh: 3.2
  Rtt109 Vps75: -3
O=C(C1CCC(=O)N(C2CC2)C1)N1CCC(Oc2ccccc2F)CC1 (stereo unspecified)
  CAL PDZ FP: -1.6
  phage Ecoli inh: 0.4
  PvdQ inh: -5
  PfHsp90 yeast 2: 6
  DAGLB inh: 4
  Tat transport: 3
  Wnt bcat act: 2
  Ecoli viability: -1.2
  AddAB inh: 2.3
  Rtt109 Vps75: 0
O=C(O)Cc1c[nH]c2ccc(O)cc12
  CAL PDZ FP: -0.3
  phage Ecoli inh: 7.1
  PvdQ inh: -3
  PfHsp90 yeast 2: 13
  DAGLB inh: 3
  Tat transport: -1
  Wnt bcat act: -5
  Ecoli viability: -2.5
  AddAB inh: -1.4
  Rtt109 Vps75: -2
